Compound activity deposited in PubChem by several laboratories.
L major viab = reduces viability of Leishmania major promastigotes | hit rate 9% among 200,000 | resazurin fluorescence viability | inhibition, % at 10 µM | AID 1063; in the data active = inhibition above about 50%;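 note: promastigotes grown with compound for 44 hours at 28 °C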
Diaph act CS = activates diaphorase or chemically reduces, flagging diaphorase assay artifacts; hit rate 0.005% among 190,000; Diaphorase/resazurin coupled assay, resorufin fluorescence, 16 min; stronger effect = higher value; 1 = vehicle wells, 0 = NADH-free wells; activation factor at 20 µM; AID 1229;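 active = diaphorase activity raised at least twofold by the compound at 20 µM; inactive = activation factor below 2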
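Material: Clostridium kluyveri diaphorase, purified enzyme; Quantity: enzyme 0.07 U/mL final; Medium: HEPES pH 7.4 buffer with MgCl2 and Tween 20; Dosing: single compound dose of 20 µM, 1% DMSO final; Schedule: 16 min reaction at room temperature; Measured by: red resorufin fluorescence at 544/590 nm excitation/emission.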
bIAP inh = blocks bovine intestinal alkaline phosphatase activity; purified bovine IAP, CDP-star luminescence, 30 min; inhibition, % at 20 µM; 190,000 tested, under 10 active;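 active = over 50% inhibition of intestinal alkaline phosphatase at 20 µM in the single-dose screen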
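System: purified bovine intestinal alkaline phosphatase (IAP) enzyme; Input: IAP diluted 1/65,000,000 in the well; Measured by: CDP-star luminescence signal; Compound dosing: 20 µM single dose; Incubation: 30 min reaction at room temperature.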
bIAP act = increases bovine intestinal alkaline phosphatase activity; purified bovine IAP, CDP-star luminescence, 30 min; stronger effect = higher value; fold of DMSO-control signal, blank-subtracted; activation factor at 20 µM; hit rate 0.17% among 200,000;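 active = activation factor of 2 or more at 20 µM, a signal rise over negative controls twice the positive control's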
TNAP inh hiacc = blocks human TNAP under high phosphate acceptor concentration; P05186; purified TNAP, CDP-star luminescence, 1 M DEA; inhibition, % at 20 µM; hit rate 0.03% among 200,000; AID 1135;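 active = over 50% inhibition of tissue-nonspecific alkaline phosphatase at 20 µM in the single-dose screen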;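 note: plate controls were DMSO wells for no effect and EDTA-quenched wells as full inhibition for full effect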
Target sequence (P05186 whole entry, looked up): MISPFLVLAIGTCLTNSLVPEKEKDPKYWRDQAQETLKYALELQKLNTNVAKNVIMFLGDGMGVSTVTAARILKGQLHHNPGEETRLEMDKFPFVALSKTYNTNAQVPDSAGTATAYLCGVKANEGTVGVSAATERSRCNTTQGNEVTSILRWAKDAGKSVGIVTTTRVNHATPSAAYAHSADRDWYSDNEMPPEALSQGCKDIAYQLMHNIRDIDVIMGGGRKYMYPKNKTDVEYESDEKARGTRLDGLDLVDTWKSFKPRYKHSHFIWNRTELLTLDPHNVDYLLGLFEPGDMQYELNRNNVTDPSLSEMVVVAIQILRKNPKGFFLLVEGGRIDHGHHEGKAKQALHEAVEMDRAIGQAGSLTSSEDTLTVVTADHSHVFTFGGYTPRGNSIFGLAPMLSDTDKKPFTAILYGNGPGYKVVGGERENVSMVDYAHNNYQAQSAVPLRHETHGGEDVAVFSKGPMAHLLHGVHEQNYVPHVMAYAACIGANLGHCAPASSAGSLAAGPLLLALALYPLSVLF
Diaph inh CS = diaphorase inhibition or chemical oxidation counter-screen. diaphorase resazurin-to-resorufin fluorescence, NADH, 16 min; bacterial (C. kluyveri) enzyme, not human. inhibition, % at 20 µM. hit rate 0.69% among 190,000. AID 1217;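 active = primary screen inhibition at 20 µM above a set limit, cut at about 50% in these data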;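 note: plate controls were DMSO with full reaction for no effect and wells lacking NADH for full effect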
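Assay system – diaphorase enzyme from Clostridium kluyveri · Amount – diaphorase 0.14 U/mL (working solution) · Times – reaction incubation of 16 min at room temperature · Controls – No-NADH positive control and DMSO neutral control · Signal – resorufin fluorescence 544/590 nm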
PMI act satM6P = activators of human phosphomannose isomerase at near-saturating mannose 6-phosphate; P34949; coupled PMI enzyme assay, resazurin fluorescence, 20 min; stronger effect = higher value; 1 = untreated enzyme, 0 = substrate-free blank; activation factor at 20 µM; hit rate 0.34% among 190,000; AID 1216;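 active = activation factor of 2 or more at 20 µM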
Target sequence (P34949 whole entry, looked up): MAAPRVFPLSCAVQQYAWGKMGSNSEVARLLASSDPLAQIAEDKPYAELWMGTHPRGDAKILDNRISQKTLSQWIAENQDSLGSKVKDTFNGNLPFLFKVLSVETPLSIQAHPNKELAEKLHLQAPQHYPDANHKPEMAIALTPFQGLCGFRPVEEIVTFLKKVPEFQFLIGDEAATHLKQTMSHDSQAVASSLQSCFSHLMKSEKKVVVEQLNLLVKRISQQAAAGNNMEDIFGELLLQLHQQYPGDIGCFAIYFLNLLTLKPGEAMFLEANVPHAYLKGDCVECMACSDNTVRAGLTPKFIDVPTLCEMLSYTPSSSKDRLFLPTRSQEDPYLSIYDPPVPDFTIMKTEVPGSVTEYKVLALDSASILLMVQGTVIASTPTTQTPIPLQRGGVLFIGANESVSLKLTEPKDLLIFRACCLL
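Test system – human PMI in coupled enzyme assay · Timing – 20 min incubation at room temperature · Detection – Diaphorase-driven resazurin-to-resorufin fluorescence, excitation 544, emission 590 nm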
TNAP act hiacc = activators of human TNAP at high phosphate acceptor concentration | AID 1136 | purified TNAP, CDP-star luminescence, 1 M DEA, 30 min; stronger effect = higher value; 0 = EDTA background, 1 = DMSO-only activity | activation factor at 20 µM | 200,000 tested, under 10 active | P05186;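 active = activation factor at least 2 at 20 µM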
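Control set: EDTA negative control, DMSO positive control / Assay system: human TNAP / Quantity: TNAP 1/800 final / Evaluation: TNAP activation factor scaled between EDTA and DMSO control wells / Measured by: luminescent substrate turnover signal / Compound dosing: one dose, 20 µM / Times: 30 min enzyme reaction at room temperature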
TNAP inh no acc = TNAP (human) inhibition, acceptor-free conditions | inhibition, % at 20 µM | purified TNAP, CDP-star luminescence, 30 min | hit rate 0.26% among 200,000;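 active = tissue-nonspecific alkaline phosphatase inhibition above about 50% at 20 µM in the single-dose screen, limit read from the data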;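 note: 0% = DMSO negative control and 100% = EDTA positive control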
PMI act = phosphomannose isomerase (human) activation. purified human PMI, coupled resazurin fluorescence, 20 min; stronger effect = higher value; 1 = vehicle control, 0 substrate-free wells. activation factor at 20 µM. AID 1214. P34949. hit rate 0.005% among 190,000;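 active = activation factor of 2 or more at 20 µM, relative to plate controls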
Starred values were filed as active, the others as inactive; / = not tested or not shown.

item	Molecule	L major viab	Diaph act CS	bIAP inh	bIAP act	TNAP inh hiacc
1	COCCN1Cc2c(sc(C)c2C)N(C(=O)c2ccccc2)C1	1	0.9	7	0.9	-2
2	NS(=O)(=O)c1ccc(CCNC(=O)CN2CCCCCC2)cc1	-8	1	-14	1.1	0
3	CC1(C)CC2CC(C)(CN2CC(O)COc2ccccc2)C1 (stereo unspecified)	3	1	13	0.9	-3
4	Cc1cc(=O)[nH]c(N/N=C/c2sccc2C)n1	5	0.8	-3	1	2
5	Cc1cc(C)c(O)c(-c2cc(C(=O)Nc3ccc(S(=O)(=O)N4CCOCC4)cc3)[nH]n2)c1	90*	0.8	-19	1.2	-3
6	CCC(=O)NC(=S)Nc1ccc(NC(=O)c2cccc([N+](=O)[O-])c2C)cc1	58*	1	-3	1	-1
7	Cc1ccc(Cn2ncc3c(N4CCN(C5CCCC5)CC4)ncnc32)cc1	55*	1	-2	1	-9
8	O=C(Cn1c2ccc(F)cc2c2nc3n(c(=O)c21)CCS3)Nc1ccccc1C(F)(F)F	-2	1.3	-12	1.1	5
9	CC(C)CC(c1nnnn1CCc1ccccc1)N1CCN(C(=O)c2ccco2)CC1 (stereo unspecified)	32	0.9	-10	1.1	-4
10	Cc1ccccc1NC(=O)C1CC(=O)N(Cc2ccccc2)C1 (stereo unspecified)	-8	0.9	-1	1	0

item	Diaph inh CS	PMI act satM6P	TNAP act hiacc	TNAP inh no acc	PMI act
1	10	0.9	1	-9	0.9
2	4	1	1	-3	1
3	2	1	1	-17	1
4	21	0.8	1	6	0.7
5	22	0.9	1	-12	0.8
6	3	1.1	1	-18	0.9
7	4	1.1	1.1	-5	1
8	-27	1.2	0.9	2	1.1
9	11	0.9	1	-10	0.9
10	10	1	1	-5	1

A draw from above in order of heavy-atom count, smallest number first.
item	Molecule	L major viab	Diaph act CS	bIAP inh	bIAP act	TNAP inh hiacc
4	Cc1cc(=O)[nH]c(N/N=C/c2sccc2C)n1	5	0.8	-3	1	2
3	CC1(C)CC2CC(C)(CN2CC(O)COc2ccccc2)C1 (stereo unspecified)	3	1	13	0.9	-3
10	Cc1ccccc1NC(=O)C1CC(=O)N(Cc2ccccc2)C1 (stereo unspecified)	-8	0.9	-1	1	0
6	CCC(=O)NC(=S)Nc1ccc(NC(=O)c2cccc([N+](=O)[O-])c2C)cc1	58*	1	-3	1	-1
7	Cc1ccc(Cn2ncc3c(N4CCN(C5CCCC5)CC4)ncnc32)cc1	55*	1	-2	1	-9
9	CC(C)CC(c1nnnn1CCc1ccccc1)N1CCN(C(=O)c2ccco2)CC1 (stereo unspecified)	32	0.9	-10	1.1	-4

item	Diaph inh CS	PMI act satM6P	TNAP act hiacc	TNAP inh no acc	PMI act
4	21	0.8	1	6	0.7
3	2	1	1	-17	1
10	10	1	1	-5	1
6	3	1.1	1	-18	0.9
7	4	1.1	1.1	-5	1
9	11	0.9	1	-10	0.9

New compounds follow:
item	Molecule	L major viab	Diaph act CS	bIAP inh	bIAP act	TNAP inh hiacc
11	O=C(NC1CCC(O)CC1)c1ccc(S(=O)(=O)NCc2ccco2)cc1 (stereo unspecified)	-3	1	-18	1.2	-6
12	CCN(CC)c1ccc(/C=N/NC(=O)c2cccc(S(=O)(=O)Nc3ccccc3OC)c2)c(O)c1	100*	0.8	5	1	6
13	CCOC(=O)C1=C(C)NC(=O)NC1c1ccc(-c2ccccc2F)o1 (stereo unspecified)	6	0.9	7	0.9	2
14	COC(=O)C1=C2SC(C)C(=O)N2C(N)=C(C#N)C1c1cc(OC)c(OC)c(OC)c1 (stereo unspecified)	-8	0.7	0	1	-3
15	CCOC(=O)Cc1csc(NC(=O)c2cc(OC)cc(OC)c2)n1	4	0.9	13	0.9	-4
16	CC1CC(C)CN(CC(=O)N2c3ccccc3CCc3ccccc32)C1 (stereo unspecified)	19	1.1	-5	1	-4
17	CN1C(CC(=O)Nc2ccc(Br)cc2)c2ccccc2CC1(C)C (stereo unspecified)	33	1	1	1	-7
18	COCCNC(=S)N1CCC(c2nc(-c3ccc(N(C)C)cc3)no2)CC1	5	1	-10	1.1	-6
19	Cc1ccc(S(=O)(=O)Oc2ccc3c(c2)O/C(=C\c2cccnc2)C3=O)cc1	11	0.9	16	0.8	-5
20	COc1ccccc1CC(=O)Nc1ccc(OC)c(OC)c1	-6	0.9	13	0.9	-5

item	Diaph inh CS	PMI act satM6P	TNAP act hiacc	TNAP inh no acc	PMI act
11	2	1	1.1	-8	1
12	19	1	0.9	-18	1
13	10	1	1	-12	1.1
14	30	0.8	1	-10	0.9
15	14	0.9	1	-9	1
16	-15	1.1	1	-6	1
17	4	1	1.1	-9	1
18	-3	1	1.1	-6	1
19	10	1	1.1	-3	1
20	8	1	1	-12	1

Continued.
item	Molecule	L major viab	Diaph act CS	bIAP inh	bIAP act	TNAP inh hiacc
21	OC(COCC(F)(F)C(F)(F)C(F)(F)C(F)F)Cn1c2ccc(Cl)cc2c2cc(Cl)ccc21 (stereo unspecified)	15	0.8	33	0.7	2
22	Cn1c(C(=O)N2CCCC(C(=O)NCCN3CCOCC3)C2)cc2sccc21 (stereo unspecified)	-4	1.1	-4	1	2
23	CCc1cccc2c(C#N)cn(CC(=O)NCCOC)c12	5	0.9	-4	1	-5
24	Cc1cc(C)c(NC(=S)NCCCSC2CCCCC2)c(C)c1	57*	0.8	/	0.5	-2
25	COc1ccc(OC)c(C(=O)c2ccc(C(=O)N3CCCCC3)cc2)c1	-3	1.1	-5	1	-4
26	Cc1ccc2c(c1)N(CC(=O)NCCc1c[nH]c3ccccc13)C(=O)CO2	53*	0.8	22	0.8	-6
27	O=C(N1CCN(c2ccccn2)CC1)N1c2ccccc2Sc2ccccc21	19	0.8	2	1	-2
28	CCc1cccc(N(C(=O)c2csnn2)C(C(=O)NC(C)(C)C)c2ccccn2)c1 (stereo unspecified)	-6	/	-6	1.1	-9
29	Cc1ccc(OCCCN2CCCC2)c(C)c1	97*	0.9	14	0.9	-5
30	CN(C(=O)CN1C(=O)c2ccccc2S1(=O)=O)c1ccccc1C(=O)O	-2	1	10	0.9	-3

item	Diaph inh CS	PMI act satM6P	TNAP act hiacc	TNAP inh no acc	PMI act
21	20	0.9	1	-1	0.8
22	-6	1.1	1	-8	1
23	14	1	1	-6	0.9
24	22	1	1	-10	1
25	-11	1	1	-8	1
26	20	0.9	1.1	-10	0.9
27	25	0.8	1	-6	0.8
28	/	/	1.1	-9	/
29	11	1.1	1.1	-23	1
30	1	1.1	1	0	1

More results
item	Molecule	L major viab	Diaph act CS	bIAP inh	bIAP act	TNAP inh hiacc
31	O=C(c1nn(Cc2ccccc2)c(=O)c2ccccc12)N1CCc2ccccc2C1	12	0.8	9	0.9	1
32	COc1cccc(CNC(=O)CCS(=O)(=O)c2cccs2)c1	-2	1	0	1	0
33	Cc1ccc(C)c(N(CC(=O)NN=C2CCN(C)CC2)S(=O)(=O)c2ccccc2)c1	68*	1	2	1	2
34	CCCCNC(=O)Cc1cc(=O)[nH]c(=O)[nH]1	-7	0.9	1	1	-1
35	CCCCNC(=O)c1ccc(N2CCC3(CC2)OCCO3)c([N+](=O)[O-])c1	59*	0.9	-2	1	8
36	O=C(c1ccncc1)N(Cc1ccccc1)Cc1nc2ccccc2c(=O)[nH]1	-7	0.9	4	1	-2
37	Cc1cc(C)c(C)c(OCC(=O)NCCN(C)C)c1	-4	0.9	-3	1	-7
38	Cc1cccc(C)c1-n1c(C)cc(/C=N/NC(N)=S)c1C	97*	0.8	3	1	4
39	CCCn1c(=O)c(C(=O)OCC)c(O)c2cc(Br)ccc21	-7	0.8	3	1	0
40	CCOC(=O)c1ccccc1NC(=O)CSc1nncn1C	-3	1.1	4	1	0

item	Diaph inh CS	PMI act satM6P	TNAP act hiacc	TNAP inh no acc	PMI act
31	20	0.8	1	-2	0.8
32	0	1.1	1	-7	1
33	0	1	1	9	1
34	12	1	1	-6	0.9
35	13	1	0.9	2	0.9
36	9	1	1	-8	0.8
37	8	0.9	1.1	-6	0.8
38	18	1.2	1	-2	1.1
39	15	1.2	1	-8	1.2
40	-9	1.1	1	-6	1.1

The list goes on.
item	Molecule	L major viab	Diaph act CS	bIAP inh	bIAP act	TNAP inh hiacc
41	COc1ccc(NC(=S)NC(=O)CC(C)C)c(OC)c1	-4	0.9	-6	1.1	1
42	CC(C)Cc1nnc(NC(=O)CSc2nc(O)c(Cc3ccccc3)c(=O)[nH]2)s1	-7	0.9	0	1	-2
43	CC(=O)OCC#CCSc1nc2ccccc2n1C	-2	1	11	0.9	-2
44	CC(C)(C)c1cc(CCC(=O)N2CCNCC2)c(C(C)(C)C)cc1O	1	0.9	1	1	-1
45	CCCNC(=O)Nc1nnc(C2CC2)s1	-3	1	-1	1	0

item	Diaph inh CS	PMI act satM6P	TNAP act hiacc	TNAP inh no acc	PMI act
41	13	0.8	1	-3	0.9
42	10	0.8	1	-7	1
43	3	1.1	1	-10	1.1
44	13	1	1	-7	0.9
45	3	1	1	1	0.9
